Pf gamet viab: late stage P. falciparum gametocyte viability inhibitors, primary screen, ATP luminescence, HTS; P. falciparum stage V gametocytes, 24 h; inhibition, % at 10.9 µM; 150,000 tested, 0.065% active;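 active = inhibition above the mean plus 3 SD of compounds within the control limits, set per campaign, cut at about 38% in these data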;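 note: 0% = DMSO wells and 100% = medium only without gametocytes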
Rac1 mut GTP: GTP binding modulators of activated mutant Rac1, primary screen, biochemical, bead-based flow cytometry, multiplex, fluorescent GTP. Ras-related C3 botulinum toxin substrate 1 (Homo sapiens), P63000. GST-Rac1 activated beads; actives lie on both sides; 100% means binding = to untreated wells. percent activity (GTP binding), % at 10 µM. 190,000 tested, 0.11% active;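 active = GTP binding at least 20 percentage points away from the 100% baseline, in either direction, so actives lie on both sides; inconclusive = Compound likely fluorescent itself, or too few beads counted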
GSH fluor: compound fluorescence on glutathione beads, profiling panel, artefact control, biophysical, 488/530 nm, flow cytometry; GSH beads flow cytometry, compound fluorescence 488/530 nm; stronger effect = higher value; fluorescence (KMESF) at 10 µM; 190,000 tested, 0.25% active; AID 1776, 2009; in the data active = fluorescence above about 89;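 note: glutathione beads carrying GST-tagged Bcl family fusion proteins plus one bare bead set; values are compound well signal with DMSO vehicle wells as background; inactives centre near 16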
Cdc42 wt: modulators of GTP binding to wildtype Cdc42, primary screen, biochemical, multiplex bead flow cytometry, Bodipy-GTP | Cell division control protein 42 homolog (Homo sapiens), P60953 | GST-Cdc42 beads; actives lie on both sides | percent activity (GTP binding), % at 10 µM | 190,000 tested, 0.2% active | AID 761, 2007;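 active = percent activity GTP binding at least 20 points away from the 100% baseline, either down as inhibitor or up as activator; inconclusive = compound flagged as likely green fluorescent from well-wide comparison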;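 note: median bead fluorescence of bound Bodipy-FL-GTP at 100 nM; 0% = excess unlabeled GTP control and 100% = no compound control; below 100% means less GTP binding so inhibitor and above means activator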
Target sequence (P60953 whole entry, looked up): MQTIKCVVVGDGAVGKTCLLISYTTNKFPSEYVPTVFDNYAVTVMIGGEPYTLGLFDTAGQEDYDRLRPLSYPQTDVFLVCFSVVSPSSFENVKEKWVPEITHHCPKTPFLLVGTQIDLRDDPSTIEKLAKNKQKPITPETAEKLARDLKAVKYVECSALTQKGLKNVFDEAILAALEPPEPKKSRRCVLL
Rac1 wt GTP bind: wildtype Rac1 GTP binding modulators, primary screen, biochemical, GST-Rac1 beads, flow cytometry, multiplex | Ras-related C3 botulinum toxin substrate 1 (Homo sapiens), P63000 | GTP binding activity (% of control), % at 10 µM | 190,000 tested, 0.27% active | fluorescent GTP binding; actives lie on both sides; 0 = cold GTP competed, 100 = untreated;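 active = GTP binding activity at least 20 points away from the 100% control level, either lower or higher; inconclusive = compound flagged as likely green fluorescent, judged across all proteins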
Rab7 wt modul: modulators of GTP binding to Rab7, primary screen, biochemical, wildtype, multiplex bead flow cytometry; 190,000 tested, 0.055% active; Rab7 GTPase wild type (dog), Bodipy-FL-GTP binding; GST-Rab7 beads, fluorescent GTP binding; actives lie on both sides; untreated = 100%, excess cold GTP = 0%; GTP binding activity (percent of control), % at 10 µM; AID 758, 2007;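 active = fluorescent GTP binding to Rab7 beads changed by at least 20 points from the 100% baseline, either direction, mostly lower; inconclusive = compound itself probably fluorescent, or too few beads counted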;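 note: median green fluorescence of bound Bodipy-FL-GTP per Rab7 bead population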
Mcl1-Noxa inh: Mcl-1/Noxa binding inhibitors, primary screen, biochemical, TR-FRET, 1536-well; Induced myeloid leukemia cell differentiation protein Mcl-1 (Homo sapiens), Q07820; TR-FRET Mcl-1/Noxa peptide binding, 2 h; inhibition, % at 21.7 µM; 220,000 tested, 1.5% active;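 active = compounds that cut the protein-peptide binding signal by more than 50% relative to plate controls in a single-dose test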;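 note: His-tagged Mcl-1 with rhodamine Noxa BH3 peptide and terbium anti-His antibody; 0% = Mcl-1 plus Noxa peptide wells and 100% = peptide-only wells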
Target sequence (Q07820 whole entry, looked up): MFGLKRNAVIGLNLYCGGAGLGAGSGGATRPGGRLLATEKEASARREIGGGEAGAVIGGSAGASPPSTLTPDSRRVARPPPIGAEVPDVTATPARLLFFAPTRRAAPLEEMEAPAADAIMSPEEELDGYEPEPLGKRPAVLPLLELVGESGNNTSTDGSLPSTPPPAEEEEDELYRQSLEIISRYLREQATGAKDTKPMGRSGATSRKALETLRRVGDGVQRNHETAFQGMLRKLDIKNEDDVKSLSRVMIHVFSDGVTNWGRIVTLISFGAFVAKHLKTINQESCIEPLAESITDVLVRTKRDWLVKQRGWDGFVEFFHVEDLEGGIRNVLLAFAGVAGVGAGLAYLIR
Mcl1 Bid PPI: Mcl-1/Bid binding inhibitors, primary screen, biochemical, TR-FRET, 1536-well; 220,000 tested, 0.97% active; TR-FRET Mcl-1/Bid-Dy647 peptide binding; AID 1021, 2008; inhibition, % at 21.7 µM; Induced myeloid leukemia cell differentiation protein Mcl-1 (Homo sapiens), Q07820;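 active = compounds that cut the binding signal by more than half at the single screening dose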;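 note: His-tagged Mcl-1 with europium anti-His antibody binding Bid BH3 peptide; 0% = Mcl-1 plus peptide wells and 100% = peptide-only wells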
Avidin fluor: green autofluorescence of compounds with avidin beads – biophysical, 488/530 nm, flow cytometry, artefact control, profiling panel; compound fluorescence 488/530 nm; stronger effect = higher value; fluorescence (KMESF) at 10 µM; 220,000 tested, 0.38% active; AID 1775, 2009; in the data active = fluorescence above about 47; note: inactives centre near 10
Rab2 wt GTP: modulators of GTP binding to Rab2A wildtype, primary screen, biochemical, dog, bead-based flow cytometry, multiplex; Ras-related protein Rab-2A (Canis lupus familiaris), P61105; GST-Rab2 wt beads, Bodipy-GTP binding; GTP binding activity, % at 10 µM; 190,000 tested, 0.19% active;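 active = GTP binding activity at least 20 points away from 100%, either lowered or raised; inconclusive = signal likely due to the compound's own green fluorescence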;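 note: 0% = beads with excess unlabeled GTP and 100% = no-compound control corrected for plate trend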
HRas wt GTP bind: modulators of GTP binding to HRas wildtype, primary screen, biochemical, bead-based flow cytometry, multiplex; GST-Ras wt beads, Bodipy-FL-GTP binding; actives lie on both sides; GTP binding activity, % at 10 µM; GTPase HRas (Homo sapiens), P01112; AID 759, 2007; 190,000 tested, 0.14% active;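 active = GTP binding activity at least 20% away from the 100% baseline, either lowered as inhibitor or raised as activator; inconclusive = flagged as likely green fluorescent, judged across all proteins in the well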;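 note: 0% = unlabeled GTP competition control and 100% = no-compound control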
Target sequence (P01112 whole entry, looked up): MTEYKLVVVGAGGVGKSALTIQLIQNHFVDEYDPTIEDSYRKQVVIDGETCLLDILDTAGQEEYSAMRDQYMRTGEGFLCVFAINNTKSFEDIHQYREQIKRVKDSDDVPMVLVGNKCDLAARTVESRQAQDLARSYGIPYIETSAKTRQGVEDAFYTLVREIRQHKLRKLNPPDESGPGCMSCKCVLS
Numbers without * were called inactive; ? = inconclusive; . = not tested or not shown. These rows are one share of the data. The share of hits here may be higher or lower than overall.

SMILES,GSH fluor,HRas wt GTP bind,Avidin fluor,Cdc42 wt,Rab7 wt modul,Pf gamet viab,Rab2 wt GTP,Rac1 wt GTP bind,Mcl1 Bid PPI,Mcl1-Noxa inh,Rac1 mut GTP
CS(=O)(=O)N1CCCC(C(=O)N2CCC3(CC2)OCCO3)C1 (stereo not drawn),22,105,19,104,105,15,107,104,-23,9,101
CC(=O)Nc1ccccc1OP1(=O)COc2ccccc2OC1,19,101,10,101,98,-9,101,96,-28,3,96
CN1CCN(c2ccc(F)cc2N)CC1,15,95,21,97,94,.,96,100,-42,-4,98
Cc1cc(Cl)ccc1OCCCC(=O)NCc1cccs1,10,98,15,102,100,17,98,99,-8,18,98
CCc1c(C)nc(N)nc1N1N=C1SCC(N)=O,40,102,5,101,102,3,103,104,4,2,99
Cc1cc(NCCN)nc2ccccc12,21,101,13,97,97,5,99,95,2,16,95
NCCc1c[nH]c2ccccc12,18,100,6,100,97,.,100,102,-25,-24,100
Cc1ccccc1C(=O)NC(Oc1ccccc1)C(Cl)(Cl)Cl (stereo not drawn),19,102,3,101,99,16,97,106,2,4,99
COc1ccc(C(=O)C2CCCN(Cc3ccon3)C2)cc1OC (stereo not drawn),14,100,12,103,97,-9,98,103,-15,9,98
COC(=O)c1ccc(COc2cc(C)cc3oc(=O)c4c(c23)CCCC4)o1,9,99,23,97,97,.,95,95,22,-14,95
CN1C(=O)/C(=C\N2CCc3ccccc32)C(=O)NC1=S,13,100,8,95,101,.,99,98,-42,-2,97
O=C1CC(c2ccccc2)CC(O)=C1C=NCCN1CCN(C(=O)Cc2ccccc2)CC1 (stereo not drawn),40,99,8,99,95,.,96,103,-40,-5,97
CC1CCCN(c2ccc(C(=O)N3CCC4(CC3)OCCO4)cc2[N+](=O)[O-])C1 (stereo not drawn),20,95,5,98,96,11,96,100,-22,-10,98
CN1CCN(c2cccc3c2C(=O)c2ccccc2C3=O)CC1,12,103,12,108,98,1,101,107,-8,47,101
CN1CC2([N+](=O)[O-])CC=C(Cl)C([N+](=O)[O-])(C1)C2 (stereo not drawn),9,100,10,100,105,13,99,102,-25,5,96
Cc1cccc(C(O)(C(=O)NNC(=O)CN2CCN(C)CC2)c2cccc(C)c2)c1,11,100,26,102,101,-6,100,106,-10,-6,99
CC(C)Oc1ccc(Cc2c(O)[nH]c(=O)[nH]c2=O)cc1,24,99,7,102,99,.,102,103,-4,19,101
Cc1c(NC(NC(=O)CF)C(Cl)(Cl)Cl)c(=O)n(-c2ccccc2)n1C (stereo not drawn),13,98,10,99,109,.,105,101,-37,1,98
O=C1NC(=S)N(Cc2ccco2)C(=O)/C1=C\c1cccs1,8,?,12,?,?,.,?,?,97*,97*,?
O=C(c1cc(=O)[nH]c2ccc(Br)cc12)N1CCC2(CC1)OCCO2,6,99,22,100,96,.,97,97,-17,15,97

Some of the entries above, reformatted:
Results follow in this order: GSH fluor	HRas wt GTP bind	Avidin fluor	Cdc42 wt	Rab7 wt modul	Pf gamet viab	Rab2 wt GTP	Rac1 wt GTP bind	Mcl1 Bid PPI	Mcl1-Noxa inh	Rac1 mut GTP
O=C1CC(c2ccccc2)CC(O)=C1C=NCCN1CCN(C(=O)Cc2ccccc2)CC1 (stereo not drawn)
    40	99	8	99	95	.	96	103	-40	-5	97
CC1CCCN(c2ccc(C(=O)N3CCC4(CC3)OCCO4)cc2[N+](=O)[O-])C1 (stereo not drawn)
    20	95	5	98	96	11	96	100	-22	-10	98
CN1CCN(c2cccc3c2C(=O)c2ccccc2C3=O)CC1
    12	103	12	108	98	1	101	107	-8	47	101
CN1CC2([N+](=O)[O-])CC=C(Cl)C([N+](=O)[O-])(C1)C2 (stereo not drawn)
    9	100	10	100	105	13	99	102	-25	5	96
Cc1cccc(C(O)(C(=O)NNC(=O)CN2CCN(C)CC2)c2cccc(C)c2)c1
    11	100	26	102	101	-6	100	106	-10	-6	99
CC(C)Oc1ccc(Cc2c(O)[nH]c(=O)[nH]c2=O)cc1
    24	99	7	102	99	.	102	103	-4	19	101

The listing continues:
SMILES,GSH fluor,HRas wt GTP bind,Avidin fluor,Cdc42 wt,Rab7 wt modul,Pf gamet viab,Rab2 wt GTP,Rac1 wt GTP bind,Mcl1 Bid PPI,Mcl1-Noxa inh,Rac1 mut GTP
CC(=O)Nc1ccccc1C(=O)C(=O)Nc1cccc(C(=O)N2CCC3(CC2)OCCO3)c1,8,95,28,97,95,-10,95,97,-5,16,95
O=C1NC(=O)N(c2ccc(F)cc2)C(=O)/C1=C/c1ccc2c(c1)CCCN2Cc1ccccc1,12,93,11,96,97,12,95,95,74*,68*,90
COc1ccc(-n2c(-c3ccco3)nc3ccccc3c2=O)cc1,11,95,13,99,97,-17,96,97,-14,-4,96
CCOC(=O)c1ccc(N=Cc2c(O)n(-c3ccc(OC)cc3)c(=S)[nH]c2=O)cc1,11,99,21,95,97,12,95,95,4,2,95
CN1CCC(N2CC3CC(C2)c2cccc(=O)n2C3)CC1 (stereo not drawn),62,103,6,100,99,30,102,104,-6,12,101
CCn1c(O)c(C=Nc2ccc(S(N)(=O)=O)cc2)c(=O)n(CC)c1=S,14,?,7,?,?,29,?,?,-10,-29,?
CCn1cc(C(=O)N2CCC3(CC2)OCCO3)c(=O)c2cc(S(=O)(=O)N3CCCC3)ccc21,36,100,6,102,100,.,99,101,3,-5,98
CN(C)c1ccc(/C=C/C=C2/C(=O)NC(=O)N(c3ccccc3)C2=O)cc1,9,81,9,74*,86,-10,78*,70*,52*,58*,77*
O=C(O)c1ccc(Cl)nc1,9,101,10,104,105,.,102,106,1,8,103
COC(=O)c1ccc(-n2c(C)nc3ccccc3c2=O)cc1,16,99,7,101,98,12,99,103,-5,15,98
Cc1cccc(-n2c(O)c(C=NC34CN5CN(CN(C5)C3)C4)c(=O)[nH]c2=O)c1,14,102,17,109,99,.,103,107,-15,-16,102
CC(NCc1ccc(Cl)cc1)C(O)c1ccccc1 (stereo not drawn),11,99,23,101,98,17,96,102,-1,10,97
CCCC(C)n1[nH]c(=O)c2c1NC(=O)CSC2c1ccc(OC)cc1 (stereo not drawn),12,98,19,98,101,.,99,95,-77,12,98
Clc1ccc(C2N3CCCN23)c(Cl)c1 (stereo not drawn),3,97,4,102,98,7,101,99,-26,-13,100
O=C(c1cccc2ccccc12)C1CCCN(C2CCC2)C1 (stereo not drawn),8,95,3,95,94,-10,96,96,-43,12,93
Cc1ccc(N(C)C(=O)Oc2ccc(C(=O)c3ccc(Cl)cc3)cc2)cc1,34,97,10,97,94,.,94,96,-22,10,94
O=C1NC(=O)C2(Cc3ccccc3N3CCCC32)C(=O)N1c1cccc(Cl)c1 (stereo not drawn),23,97,25,97,96,13,96,102,-28,17,98
CN1C(=O)C(Cc2cccs2)C(=O)N(C)C1=O,5,101,7,105,95,-6,100,107,-24,18,100
COc1cc(/C=N/NP(=S)(c2ccccc2)c2ccccc2)ccc1O,24,100,10,100,100,14,100,100,2,15,97
Cc1ccccc1-n1c(-c2ccc([N+](=O)[O-])cc2)nc2ccccc2c1=O,10,100,6,102,99,17,100,103,22,7,99
C[C@@H]1O[C@@H](O[C@H]2C[C@@H](O)[C@]3(CO)[C@H]4[C@H](O)C[C@]5(C)[C@@H](C6COC(=O)C6)CC[C@]5(O)[C@@H]4CC[C@]3(O)C2)[C@H](O)[C@H](O)[C@H]1O (stereo partly drawn),21,104,4,99,104,.,100,104,3,3,102
CCc1cc2c(s1)N(CC(=O)OC)C(=O)CN=C2c1ccccc1OC,27,96,13,97,97,.,98,96,-21,20,96
Cc1c(N=Nc2c(O)n(C)c(=O)n(C)c2=O)c(=O)n(-c2ccccc2)n1C,12,99,6,102,102,19,99,103,-62,-28,99
COC(=O)c1cc2c(s1)=NC=NP=2(N1CCOCC1)N1CCOCC1,13,104,35,108,101,.,104,107,-6,16,100
CCOC(C(=O)OCCCN(CC)CC)(c1ccccc1)c1ccccc1,13,101,28,102,97,2,99,99,-39,7,95
C1=C(c2c[nH]c3ccccc23)CCNC1,24,98,14,99,96,.,97,98,-86,-9,97
CN(C)P1(N(C)C)=Nc2c(c(N)nn2C)C(c2ccccc2)=N1,21,106,8,107,102,-21,106,105,-78,2,103
CCc1ccc(N2C(=O)NC(=O)/C(=C/c3ccsc3)C2=O)cc1,14,98,9,100,107,.,101,102,-25,14,98
CN1/C(=C\C=C2C(=O)NC(=O)NC2=O)C(C)(C)c2ccccc21,12,102,8,105,100,-30,103,104,-9,-7,99
Cc1cc(C=O)c(C)n1CC1CCCO1 (stereo not drawn),19,96,3,97,95,-5,96,97,-70,-8,96
Nc1ccc(S(=O)(=O)N2CCCCC2c2cccnc2)cc1 (stereo not drawn),15,102,29,102,97,.,100,102,-6,-6,100
CN(C)C1=NC(N(C)C)=NP(N(C)C)(N(C)C)=N1,58,101,9,101,101,.,99,101,-1,12,99
CCC(=NCCCN(CC)CC)c1c(O)n(-c2ccccc2)c(=O)[nH]c1=O,7,103,7,107,101,19,103,107,-12,23,104
CC(C)(C)c1nc(N2CCN(C(=O)c3ccco3)CC2)c2nnn(Cc3ccccc3Cl)c2n1,15,96,14,98,101,.,98,99,9,4,99

High-throughput results: PubChem BioAssay, several laboratories
